MazF activator = increases E. coli MazEF RNase cleavage of RNA | P0AE70 | FAM/BHQ RNA-DNA oligo cleavage fluorescence, 5 h | activation, % at 20 µM | 0.32% of 350,000 active; in the data active = activation above about 50%
Target sequence (P0AE70 whole entry, looked up): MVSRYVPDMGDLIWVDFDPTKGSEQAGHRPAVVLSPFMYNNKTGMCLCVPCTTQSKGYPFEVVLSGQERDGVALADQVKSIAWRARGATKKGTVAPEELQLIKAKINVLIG
Rv3671c protease = inhibits the M. tuberculosis serine protease Rv3671c | P9WHR9 | 0.048% of 320,000 active | inhibition, % at 5.96 µM | AID 2606; in the data active = inhibition above about 38%;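 also: extracellular domain of Rv3671c used as enzyme; 0% = enzyme with DMSO and 100% = no enzyme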
Target sequence (P9WHR9 whole entry, looked up, the tested form may be a part): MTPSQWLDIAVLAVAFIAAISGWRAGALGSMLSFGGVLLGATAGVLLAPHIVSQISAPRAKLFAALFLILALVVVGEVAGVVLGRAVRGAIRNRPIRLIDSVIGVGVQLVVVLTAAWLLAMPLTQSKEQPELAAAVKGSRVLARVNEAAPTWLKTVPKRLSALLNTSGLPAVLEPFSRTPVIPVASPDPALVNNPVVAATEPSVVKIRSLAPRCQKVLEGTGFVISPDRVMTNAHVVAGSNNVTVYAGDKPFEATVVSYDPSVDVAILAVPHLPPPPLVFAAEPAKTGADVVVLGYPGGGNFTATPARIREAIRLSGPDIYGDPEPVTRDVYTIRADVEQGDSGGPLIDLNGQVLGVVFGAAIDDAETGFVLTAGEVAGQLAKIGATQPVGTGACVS
Anthrax LF prot = inhibitors of Bacillus anthracis lethal factor protease | P15917 | 0.12% of 360,000 active | AID 588501 | inhibition, % at 10 µM | multiplex microsphere protease cleavage assay, LF; also: plate controls were buffer without enzyme for full effect and enzyme alone for no effect
3CLpro inhibitor = SARS-CoV 3CLpro protease inhibition; P0C6X7; recombinant SARS-CoV 3CLpro, quenched FRET peptide cleavage; inhibition, % at 6 µM; 0.14% of 290,000 active; AID 1706; in the data active = inhibition above about 12%
BoNT-F LC inh = BoNT F light chain protease inhibition | Multiplex microsphere protease cleavage assay, flow cytometry | inhibition, % at 10 µM | 0.22% of 360,000 active | AID 588497; in the data active = inhibition above about 35%, passing the limit was not always enough; inconclusive = no clear call, values can overlap the other calls; also: plate controls were buffer without enzyme for full effect and enzyme alone for no effect
SSB-PriA inh = blocks PriA binding to SSB C-terminal tail | AlphaScreen SSBct-PriA binding, biotinylated peptide | 0.6% of 430,000 active | AID 1272365 | inhibition, % at 33 µM; in the data active = inhibition mostly above about 37%, no sharp cut-off; inactive = mostly below about 20%;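 also: plate controls were negative control peptide for no effect and reference peptide for full effect; strong numbers were not always called active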
BoNT-A LC inh2 = inhibitors of Botulinum neurotoxin A light chain protease. multiplex microsphere protease substrate cleavage, flow cytometry. inhibition, % at 10 µM. 0.17% of 360,000 active; also: plate controls were buffer without enzyme for full effect and enzyme alone for no effect
PrPC surface inh = inhibitors of human cell surface prion protein PrPC | P04156 | TR-FRET read-out | inhibition, % at 13.8 µM | 0.43% of 370,000 active | AID 720596; in the data active = inhibition above about 24%; also: 0% = median of the test wells and 100% = reference compound wells
DUSP3 inh = inhibitors of human VHR1 phosphatase (DUSP3) | P51452 | recombinant VHR phosphatase, pNPP absorbance | inhibition, % at 13.3 µM | 0.52% of 290,000 active; in the data active = inhibition above about 50%; also: some compounds called inactive have numbers as strong as hits
Target sequence (P51452 whole entry, looked up): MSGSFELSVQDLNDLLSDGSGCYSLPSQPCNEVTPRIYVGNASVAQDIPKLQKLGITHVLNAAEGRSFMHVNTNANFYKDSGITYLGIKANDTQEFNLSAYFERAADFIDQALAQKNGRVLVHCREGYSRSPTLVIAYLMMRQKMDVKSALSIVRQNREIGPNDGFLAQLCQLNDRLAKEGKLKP
CCHF vOTU inh = CCHFV vOTU protease inhibition. 0.55% of 370,000 active. inhibition, % at 11.5 µM. Pep-AMC fluorescence; in the data active = inhibition above about 30%; also: 0% = vehicle wells with enzyme and 100% = no enzyme wells
Numbers without * were called inactive; ? = inconclusive; nt = no result given; & = joins results of further samples. Rule as the data show it, unless noted: active = inhibition above about 30%; inconclusive = no clear call, values can overlap the other calls; inactive = below that. This is a subset. The share of hits here may be higher or lower than overall.

No.	SMILES	MazF activator	Rv3671c protease	Anthrax LF prot	3CLpro inhibitor	BoNT-F LC inh	SSB-PriA inh	BoNT-A LC inh2	PrPC surface inh	DUSP3 inh	CCHF vOTU inh
1	CCOC(=O)c1c(S(=O)(=O)N2CCCC(C(=O)Nc3cccc(C)n3)C2)c(C)n(C)c1C (centres undefined)	3	-1	-2	-2	3	-14	-0.5	4	7	2
2	Cc1ccc(C(=O)NCC(=O)NCC(=O)OCc2ccc(F)cc2)cc1	10	-1	-2	3	0	-12	0.7	3	12	-2
3	CC(=O)N1CCN(c2ccc(NCc3ccc(-c4cccc(Cl)c4)o3)cc2)CC1	20	-4	-20	nt	-32	10	0.2	nt	nt	nt
4	COc1cccc(C(=O)c2cc3ccc(O)cc3oc2=O)c1	-6	2	0	0	-2	-5	0.7	0	8	0
5	CNC(=O)Oc1c(C)[nH]ccc1=O	1	nt	3	nt	5	nt	0.3	-10	nt	-9
6	O=C(CN1CCC(NC(=O)C2CCCCC2)CC1)NCc1ccco1	1	5	0	-1	-4	-5	1.5	10	-3	-20
7	COc1ccc(CCC(=O)Nc2cccc(Cl)c2)cc1	11	-1	-1	0	-1	-9	0.2	-1	-10	-12
8	Cc1cc(C)cc(C(=O)N2CCC(C(N)=O)CC2)c1	1	2	-5	-6	-24	-8	-0.9	5	-18	1
9	Cn1c(N)c(C(=O)c2ccc(Cl)cc2)c(=O)n(C)c1=O	3	14	2	0	5	-19	-0.2	-2	-17	-7
10	COc1ccc(CNC(=O)C2=CCN(S(=O)(=O)c3ccc(C)cc3)CC2)cc1	0	3	1	1	-2	-3	-0.3	6	-5	-7
11	N#Cc1cnn(Cc2ccccc2)c1/N=C/N1CCOCC1	1	-7	2	2	-5	nt	-0.3	5	13	1
12	COc1ccc(NC(=O)/C(Cl)=C(/Cl)S(=O)Cc2ccccc2)cn1 (centres undefined)	2	-3	1	8	-12	-4	-0.2	23	-41	4
13	O=C(CSc1ccccc1F)NCC(c1cccs1)N1CCOCC1 (centres undefined)	-5	5	nt	nt	nt	-4	nt	7	nt	12
14	CC(C)NC(=O)C(=O)c1cn(C)c2ccccc12	2	6	-7	7	1	2	-0.1	10	4	14
15	Cc1cc(C)c(S(=O)(=O)N(C)CC(=O)NCc2ccccn2)c(C)c1	2	10	-2	3	-4	-12	-1.2	3	21	-11

Next section.
No.	SMILES	MazF activator	Rv3671c protease	Anthrax LF prot	3CLpro inhibitor	BoNT-F LC inh	SSB-PriA inh	BoNT-A LC inh2	PrPC surface inh	DUSP3 inh	CCHF vOTU inh
16	Cc1ccc(NC(=O)c2ncn(CC(=O)N3CCN(c4ccccn4)CC3)n2)cc1C	9	nt	7	nt	-3	-10	-0.4	-5	nt	-5
17	CCOc1cc(NC(=S)NC)c(OCC)cc1NC(=O)c1ccco1	1	9	-2	-1	3	3	0.2	0	-13	-9
18	COc1cccc(NC(=O)CN(c2ccc([N+](=O)[O-])cc2)S(=O)(=O)c2ccccc2)c1	0	-16	-2	6	4	14	-1.1	-4	-4	-1
19	CCCN1C(=O)/C(=C\c2nc3ccccc3c(=O)[nH]2)c2ccccc21	11	nt	4	-3	6	-1	-1.1	0	25	-8
20	O=C(O)c1ccccc1-c1ccccc1C(=O)NCc1cccc(C(F)(F)F)c1	4	0	-9	1	0	-10	1.3	-2	21	-18
21	Cc1cc(C)c(OCC(=O)Nc2ccc(S(=O)(=O)N3CCOCC3)cc2)c(C)c1	-4	-8	1	3	-1	-5	-0.1	2	14	6
22	CC(C)(C)C(=O)Nc1ccc(Sc2ccc([N+](=O)[O-])cc2)cc1	-1	-10	0	-1	21	-1	2.4	0	-6	5
23	CN(C(=O)CCCN1C(=O)c2cccc3cccc(c23)C1=O)c1ccccc1	7	-3	0	2	0	-20	-0.1	-24	21	4
24	C#CCOCCOCCOCCNc1nc(N2CCN(C(=O)CCCCCCCCCCNC(=O)[C@H](CCCCN)n3cc(CCO)nn3)CC2)nc(N2CCN(C(=O)CCCCCCCCCCNC(=O)[C@H](CCCCN)n3cc(CCCC(=O)O)nn3)CC2)n1	6	-7	-16	nt	-60	16	-1.9	-2	nt	7
25	Cc1ccc(C(=O)N(Cc2ccco2)c2c(N)n(Cc3ccccc3)c(=O)[nH]c2=O)cc1	-3	nt	-3	nt	2	nt	-0.3	9	nt	6
26	CCn1c(SCC(=O)N/N=C(\C)c2ccncc2)nnc1-c1ccc(C)cc1	1	10	5	1	-9	nt	1.3	-1	13	6
27	O=C(COC(=O)/C=C/c1ccccc1)NNC(=O)c1ccc([N+](=O)[O-])cc1	-2	-13	-2	nt	-3	-3	-0.4	-34	nt	19
28	Cc1ccc(/C=C2/Sc3ccc(C(=O)NCc4ccccn4)cc3NC2=O)cc1	-48	-5	2	-4	-2	-9	-0.2	6	94	-7
29	CN(CC(=O)Nc1cccc(F)c1)C(=O)C1CC(=O)N(Cc2ccccc2)C1 (centres undefined)	4	3	0	-2	-1	-4	0.5	0	5	3
30	COC(=O)NNC(=S)NCc1ccccc1	3	0	0	-2	8	11	2.6	-1	1	-9

New compounds follow.
No.	SMILES	MazF activator	Rv3671c protease	Anthrax LF prot	3CLpro inhibitor	BoNT-F LC inh	SSB-PriA inh	BoNT-A LC inh2	PrPC surface inh	DUSP3 inh	CCHF vOTU inh
31	Clc1cccc(CN2CCCCCCC2)c1Cl	-4	-5	0	-3	6	-4	0.8	3	24	1
32	CC1CCN(c2c(NCc3ccc(C(=O)NCc4ccco4)cc3)c(=O)c2=O)CC1	11	3	0	1	-5	-11	-0.8	-5	4	-4
33	Cc1ccc2nc(Nc3nc(CSc4nnc(C)s4)cc(=O)[nH]3)nc(C)c2c1	-17	6	-3	9	4	-1	-0.4	7	15	-4
34	Cc1ccc(C)c(/C=N/NC(=S)NCCc2ccccc2)c1	1	-5	-5	3	1	nt	1.3	-4	33	12
35	COC(=O)C1=C(c2ccc3ccccc3c2)C[C@@H]2CC[C@H]1N2C(=O)NCCNC(C)=O	2	-1	-7	nt	-1	-5	0.4	nt	nt	nt
36	COc1cccc(Nc2nc(C(N)C(C)C)cs2)n1 (centres undefined)	nt	nt	-3	nt	-11	nt	-0.3	-9	nt	34*
37	O=C(CS(=O)(=O)Nc1ccc(F)cc1Cl)Nc1ccc(F)cc1Cl	1	-12	-5	-2	15	-1	0.7	6	15	5
38	CCOC(=O)c1ccc(NC(=S)N2CCN(CCO)CC2)cc1	-6	4	10	-4	12	8	-0.2	6	-14	10
39	CN(c1ccccc1)S(=O)(=O)c1cccc2ccccc12	0	-7	9	4	-12	-14	-2.5	5	18	8
40	CNC(=O)/C(C#N)=C/c1c(F)cccc1Cl	1	-1	-2	1	0	11	-0.6	-1	-2	-11
41	Cc1ccc(OCc2nc(-c3ccccc3)no2)cc1	2	-2	-6	0	0	-6	1.1	0	4	19
42	COc1ccc(OC)c(S(=O)(=O)N2CCCC(C(=O)N3CCC(C(N)=O)CC3)C2)c1 (centres undefined)	3	-4	-4	nt	15	-2	5.7	4	nt	-15
43	Cc1cc(C)c(NC(=O)C2CCCN2C)c(C)c1 (centres undefined)	4	6	-4	2	15	-9	0.5	3	3	0
44	CC1=C(C(=O)OC2CCCCC2)C(c2ccco2)C2=C(CC(C)(C)CC2=O)N1 (centres undefined)	4	7	-3	0	0	-28	-0.5	11	19	9
45	CCOc1ccc(/C=C/C(=O)c2ccccc2)cc1OC	-2	-17	1	8	3	-12	3.4	-1	-7	-1

Additional structures.
No.	SMILES	MazF activator	Rv3671c protease	Anthrax LF prot	3CLpro inhibitor	BoNT-F LC inh	SSB-PriA inh	BoNT-A LC inh2	PrPC surface inh	DUSP3 inh	CCHF vOTU inh
46	COC(=O)c1cccc(NC(=O)CCc2c(C)noc2C)c1	10	0	0	nt	-8	-4	-0.5	4	nt	9
47	Oc1ccccc1CNc1ccc2c(c1)OCCO2	-9	-7	-4	-2	-1	3	-0.1	7	5	-1
48	C=C(C)COc1ccc(-c2[nH]ncc2Oc2ccccc2OC)c(O)c1	-6	9	-6	0	-36	4	-2.5	3	-10	-1
49	COc1ccc([N+](=O)[O-])c(C=CC(=O)c2ccccn2)c1	1	nt	-5	nt	-4	nt	0.1	-3	nt	8
50	COc1cc2c(=O)n(CCC(=O)NCC3CCCO3)c(=O)n(CC(=O)Nc3ccc(F)cc3)c2cc1OC (centres undefined)	19	-1	5	-3	-4	4	3.9	2	7	7
51	COc1ccc(CC2(CO)CCN(Cc3cccn3-c3ccccn3)CC2)cc1	6	9	-4	-1	5	-2	-1.3	-13	22	-8
52	N#CC(C#N)=NNc1ccc(-n2ccc(C(F)(F)F)n2)cc1	-9	-13	nt	6	nt	34	nt	32*	-8	9
53	CCCCn1c(SCC(=O)N2CCCCC2)nc2cc(S(N)(=O)=O)ccc21	-7	5	-1	1	-1	-1	-0.4	6	-1	8
54	O=C(Nc1cnn(Cc2ccc(Cl)c(Cl)c2)c1)c1nc2ncccn2n1	4	-3	-4	-2	5	-13	0.4	15	19	5
55	CN(/N=C/c1ccc(O)cc1O)c1nc(-c2ccccc2)cc(-c2ccccc2)n1	1	19	-2	6	-7	nt	-1.6	-8	7	-11
56	CC1=C(C#N)C(NC(=O)c2cccc(Cl)c2)(C(F)(F)F)C(=O)N1 (centres undefined)	6	-3	2	1	5	2	0.9	-1	-4	-24
57	CN(C)c1ccc(/C=C/C(=O)c2ccc(C(C)(C)C)cc2)cc1[N+](=O)[O-]	-8	7	-1	0	-6	5	-0.1	7	1	14
58	CCCCn1c(=O)n(Cc2cccc(F)c2)c(=O)c2c1ncn2Cc1ccco1	-2	1	-2	0	10	-6	0.3	6	13	5
59	O=C(/C=C/c1cccs1)Nc1nncs1	2	2	?	0	-17	5&-1	-12	-17	-13	8
60	Cc1ccc(NS(=O)(=O)c2cccc(C(=O)N/N=C/c3c(C)nn(-c4ccccc4)c3N3CCCC3)c2)c(C)c1	-4	-6	0	6	8	nt	0.6	6	-16	16

Arranged by formula weight (low to high): part of the list above
No.	SMILES	MazF activator	Rv3671c protease	Anthrax LF prot	3CLpro inhibitor	BoNT-F LC inh	SSB-PriA inh	BoNT-A LC inh2	PrPC surface inh	DUSP3 inh	CCHF vOTU inh
59	O=C(/C=C/c1cccs1)Nc1nncs1	2	2	?	0	-17	5&-1	-12	-17	-13	8
47	Oc1ccccc1CNc1ccc2c(c1)OCCO2	-9	-7	-4	-2	-1	3	-0.1	7	5	-1
52	N#CC(C#N)=NNc1ccc(-n2ccc(C(F)(F)F)n2)cc1	-9	-13	nt	6	nt	34	nt	32*	-8	9
56	CC1=C(C#N)C(NC(=O)c2cccc(Cl)c2)(C(F)(F)F)C(=O)N1 (centres undefined)	6	-3	2	1	5	2	0.9	-1	-4	-24
48	C=C(C)COc1ccc(-c2[nH]ncc2Oc2ccccc2OC)c(O)c1	-6	9	-6	0	-36	4	-2.5	3	-10	-1
54	O=C(Nc1cnn(Cc2ccc(Cl)c(Cl)c2)c1)c1nc2ncccn2n1	4	-3	-4	-2	5	-13	0.4	15	19	5
51	COc1ccc(CC2(CO)CCN(Cc3cccn3-c3ccccn3)CC2)cc1	6	9	-4	-1	5	-2	-1.3	-13	22	-8
55	CN(/N=C/c1ccc(O)cc1O)c1nc(-c2ccccc2)cc(-c2ccccc2)n1	1	19	-2	6	-7	nt	-1.6	-8	7	-11
53	CCCCn1c(SCC(=O)N2CCCCC2)nc2cc(S(N)(=O)=O)ccc21	-7	5	-1	1	-1	-1	-0.4	6	-1	8
50	COc1cc2c(=O)n(CCC(=O)NCC3CCCO3)c(=O)n(CC(=O)Nc3ccc(F)cc3)c2cc1OC (centres undefined)	19	-1	5	-3	-4	4	3.9	2	7	7
60	Cc1ccc(NS(=O)(=O)c2cccc(C(=O)N/N=C/c3c(C)nn(-c4ccccc4)c3N3CCCC3)c2)c(C)c1	-4	-6	0	6	8	nt	0.6	6	-16	16

Assay outcomes from PubChem.
